Source: PubChem (several laboratories)
PhoP inhibition: PhoP-dependent GFP reporter repression – Salmonella Typhimurium, primary screen (AID 1863); S. Typhimurium PhoP-regulated promoter GFP reporter, 4 h; higher % means a stronger effect; one-dose inhibition, % at 50 µM; IC50 in µM for titrated hits; actives 0.16% (n = 300,000);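 active means inhibition over 29.93%, a cutoff 3 SD above the screen mean, later confirmed by dose response; inconclusive means inhibition over 29.93% but no dose response follow-up; inactive means inhibition at most 29.93% or unconfirmed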;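 further: 0% = low Mg2+ inducing control and 100% = high Mg2+ repressing control; strong numbers were not always called active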
WT yeast gro inh: growth inhibition of WT yeast, mitochondrial fusion screen | mitochondrial fusion phenotypic screen, WT strain | inhibition, % at 10 µM | actives 2.1% (n = 190,000) | AID 1362; in the data active means inhibition above about 58%; tested in S. cerevisiae
Rac1 GTP hydrolysis: MgcRacGAP GTPase-activating activity inhibitors, confirmation, biochemical, ADP Hunter fluorescence; MgcRacGAP-stimulated Rac1 GTP hydrolysis, ADP Hunter fluorescence; higher % means a stronger effect; GST-tagged Rac1 F28L mutant substrate; one-dose inhibition, % at 30 µM; IC50 in µM for titrated hits; actives 0.6% (n = 340,000); AID 624330;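 active means first-screen hits whose inhibition reached a set limit at any dose in the follow-up dose series; inconclusive means inhibition above the set first-screen limit but never retested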;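 further: fluorescence reports GDP produced by GAP-driven GTP hydrolysis; strong numbers were not always called active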
West Nile virus CPE: West Nile virus antiviral activity, cell-based, CPE readout (AID 1621) | West Nile virus-infected cells, CPE inhibition; higher % means a stronger effect | CPE inhibition, % at 10 µM; hits with a dose series show IC50 in µM | actives 0.02% (n = 290,000); in the data active means a potency from the dose series; inconclusive means CPE inhibition mostly from about 3.7% at the one dose, without a potency; inactive means the rest, 99 in 100 with CPE inhibition below about 2.2%; further: strong numbers were not always called active
bCat nuc transl: alters nuclear translocation of beta-catenin in HeLa cells. immunofluorescence imaging. nuclear translocation activity, % at 5 µM. actives 0.3% (n = 190,000). AID 1665;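 active means nuclear translocation activity above 50% at 5 µM, with a well cell count of 50 or more; inconclusive means wells under 50 cells across six images, flagged as toxic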;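 further: per-cell ratio of nuclear to cytoplasmic median beta-catenin stain intensity; plate controls were DMSO negative control for no effect and GSK-3 inhibitor IX positive control for full effect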
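Assay system: human HeLa cells, native beta-catenin; doses: 5 µM primary, 0.02–20 µM confirmation; incubation: compound treatment 24 h, 37°C, 5% CO2; technique: fluorescence imaging of beta-catenin antibody stain plus DAPI; measure: % activation, nuclear-to-cytoplasmic median beta-catenin signal ratio per cell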
T cell modulator: modulates CD8 T cell binding to vesicles. 2C CD8+ T cell-vesicle binding, flow cytometry; active compounds read low. calls only at 7 µM. actives 0.068% (n = 330,000);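 active means response, share of CD8 T cells binding vesicles, and their 90th percentile fluorescence all below set limits, cut at about 80% in these data, passing the limit was not always enough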
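material = purified 2C TCR transgenic mouse naive CD8+ T cells | controls = Unloaded micro-vesicles (low), QL9 vesicles with 0.7% DMSO (high) | detection = cytometric PE anti-B7-1 and Alexa647 anti-CD8 signals after 1% paraformaldehyde fixation | incubation = binding step 1.5 h, 37 °C, antibody labelling 20 min, ice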
RSV antiviral HEp-2: RSV antiviral activity via CPE protection, HEp-2 cells, primary 10 µM value included (AID 2391) | actives 0.13% (n = 310,000) | HEp-2 cells, RSV-induced CPE inhibition; higher % means a stronger effect | one-dose CPE inhibition, % at 10 µM; IC50 in µM for titrated hits; in the data active means a potency from the dose series; inconclusive means CPE inhibition mostly from about 23% at the one dose, without a potency; inactive means the rest, 99 in 100 with CPE inhibition below about 21%; further: strong numbers were not always called active
Large T inhibition: SV40 large T antigen inhibitors, biochemical (AID 1903). SV40 large T antigen ATPase/helicase inhibition assay; higher % means a stronger effect. one-dose inhibition, % at 20 µM; IC50 in µM for titrated hits. actives 0.39% (n = 310,000); in the data active means a potency from the dose series; inconclusive means inhibition mostly from about 32% at the one dose, without a potency; inactive means the rest, 99 in 100 with inhibition below about 32%; further: strong numbers were not always called active
Myeloid diff MLP: promotes myeloid progenitor differentiation; ER-HoxA9 myeloid progenitors, lysozyme-GFP differentiation, flow cytometry; calls only at 10 µM; actives 1% (n = 360,000);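 active means normalized GFP-positive differentiation at or above the plate's own cutoff, the solvent-only control mean plus 3 SD; inconclusive means no clear call, values can overlap the other calls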;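 further: cells exposed to compound for four days before flow analysis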
WT yeast gro inh mutant strain: also measured in WT yeast gro inh; calls as there; inhibition, %; mitochondrial fusion phenotypic screen, mutant strain inhibition
bCat nuc transl cell count 5 µM: also measured in bCat nuc transl; calls as there; cell count; measured here: cell count, cytotoxicity flag
T cell modulator vesicle-bound %: further read-out of T cell modulator, marked with its call; double positive events, %; measured here: CD8+ vesicle-bound cell fraction;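 binding gate set so that unloaded-vesicle control wells show 10% double positive cells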
Myeloid diff MLP GFP+ MAC1+ %: also measured in Myeloid diff MLP; calls as there; GFP+ MAC1+ double positive, %; measured here: differentiation confirmed by MAC1 staining
An asterisk follows results filed as active; i = inactive; ? = inconclusive; nt = not tested or not shown. Rows were taken by chance (roughly 3.6% active in at least one column).

Start of the data: the first 2 compounds, to show the layout:
compound	WT yeast gro inh mutant strain	bCat nuc transl	bCat nuc transl cell count 5 µM	Large T inhibition	T cell modulator vesicle-bound %	T cell modulator	PhoP inhibition	RSV antiviral HEp-2	West Nile virus CPE	Myeloid diff MLP GFP+ MAC1+ %	WT yeast gro inh	Rac1 GTP hydrolysis	Myeloid diff MLP
COCCNC(=O)/C(C#N)=C/c1c(N2CCCCCC2)nc2c(C)cccn2c1=O	nt	nt	nt	5%	8	i	16%	3.0%	-1.3%	nt	nt	10%	nt
COc1ccc(N(CC(=O)N2CCN(C)CC2)S(=O)(=O)c2ccccc2)cc1OC	1	-2.0	924	4%	20	i	-7%	0.3%	0.7%	0.7	9	-5%	i

Main list, from the start:
compound	WT yeast gro inh mutant strain	bCat nuc transl	bCat nuc transl cell count 5 µM	Large T inhibition	T cell modulator vesicle-bound %	T cell modulator	PhoP inhibition	RSV antiviral HEp-2	West Nile virus CPE	Myeloid diff MLP GFP+ MAC1+ %	WT yeast gro inh	Rac1 GTP hydrolysis	Myeloid diff MLP
COCCNC(=O)/C(C#N)=C/c1c(N2CCCCCC2)nc2c(C)cccn2c1=O	nt	nt	nt	5%	8	i	16%	3.0%	-1.3%	nt	nt	10%	nt
COc1ccc(N(CC(=O)N2CCN(C)CC2)S(=O)(=O)c2ccccc2)cc1OC	1	-2.0	924	4%	20	i	-7%	0.3%	0.7%	0.7	9	-5%	i
CCOc1cc(C2C3=C(CCCC3=O)NC3=C2C(=O)CCC3)ccc1OCCO	-6	1.8	954	3%	33	i	-1%	2.0%	-0.2%	1.1	-10	2%	i
Cc1cc(=O)[nH]c(Nc2ccc(N(C)C)cc2)n1	nt	nt	nt	?	47	i	-1%	1.3%	-0.3%	0.6	nt	?	i
O=C(CCN1C(=O)/C(=C/c2ccccc2Cl)SC1=S)NNC(=O)c1cccnc1	nt	0.5	1296	3%	10	i	-9%	0.9%	0.4%	0.9	nt	3%	i
O=C(Nc1cccc(S(=O)(=O)Nc2ccc(Cl)cc2)c1)c1ccc2c(c1)OCCO2	30*	4.5	813	-2%	54	i	1%	0.1%	-1.1%	0.5	64*	3%	i
Cc1ccc(NC(=O)CNC(=O)c2ccc(Oc3ccccc3)cc2)nc1	nt	nt	nt	8%	18	i	3%	1.8%	nt	1.0	nt	1%	i
COC(=O)c1ccc(N(C(=O)c2ccco2)C(C(=O)NC2CCCC2)c2ccco2)cc1 (centres undefined)	-9	1.9	436	1%	20	i	2%	1.1%	-1.0%	1.2	-18	-3%	i
C=CCn1c(SCC(=O)Nc2cc3oc4ccccc4c3cc2OC)nnc1-c1cnccn1	28	-1.5	1074	13%	29	i	1%	2.7%	0.1%	0.4	-8	8%	i
CCN1CCN(Cc2ccc(NC(=O)CC3Oc4ccc(C)cc4NC3=O)cc2)CC1 (centres undefined)	3	nt	nt	-2%	31	i	2%	-1.9%	0.3%	2.0	13	5%	i
CCCCC(c1nnnn1CCOC)N1CCN(C)CC1 (centres undefined)	1	-0.8	567	2%	38	i	1%	-0.2%	-0.3%	0.4	-8	7%	i
COc1ccc(S(=O)(=O)Nc2cccc(N(C)S(C)(=O)=O)c2)cc1C	1	-2.5	1112	18%	52	i	3%	9.6%	-1.1%	0.3	6	11%	i
CC(C)N(Cc1nc(-c2ccc3c(c2)OCO3)no1)CC1CCC(=O)N1 (centres undefined)	-10	0.0	1030	nt	50	i	nt	0.5%	-1.0%	0.4	-4	7%	i
O=C(NNS(=O)(=O)c1ccc(F)cc1)c1ccc(S(=O)(=O)N2CCCCC2)cc1	12	-0.3	981	11%	43	i	-1%	0.9%	1.6%	0.2	3	7%	i
CCOC(=O)N1CCC(NC(=O)C(NS(=O)(=O)c2ccc3c(c2)CCN3C(C)=O)C(C)C)CC1 (centres undefined)	-5	nt	nt	1%	32	i	-11%	0.0%	nt	1.0	-3	5%	i
O=C1c2ccccc2C(O)N1Cc1cccs1 (centres undefined)	-4	0.1	1094	1%	50	i	14%	1.0%	0.0%	0.4	-18	1%	i

Some values from the list.
Reading of `O=C1c2ccccc2C(O)N1Cc1cccs1` (centres undefined) under Rac1 GTP hydrolysis: 1%
Reading of `COc1ccc(S(=O)(=O)Nc2cccc(N(C)S(C)(=O)=O)c2)cc1C` under Myeloid diff MLP GFP+ MAC1+ %: 0.3

Continued:
compound	WT yeast gro inh mutant strain	bCat nuc transl	bCat nuc transl cell count 5 µM	Large T inhibition	T cell modulator vesicle-bound %	T cell modulator	PhoP inhibition	RSV antiviral HEp-2	West Nile virus CPE	Myeloid diff MLP GFP+ MAC1+ %	WT yeast gro inh	Rac1 GTP hydrolysis	Myeloid diff MLP
CCOC(=O)C1CCCN(Cc2nc(Cc3ccccc3Cl)no2)C1 (centres undefined)	6	0.4	1177	26%	57	i	-2%	0.5%	-0.3%	0.0	13	0%	i
O=C(CN(Cc1ccc(F)cc1)S(=O)(=O)c1ccccc1)N1CCCCC1	9	-6.7	991	8%	22	i	-13%	-0.3%	-0.5%	0.9	-4	12%	i
CN(C)c1ccnc(N(Cc2ccccc2)Cc2ccccc2)c1C#N	66*	-4.6	1207	18%	10	i	-2%	13%	-0.3%	1.1	81*	9%	i
C=CCN1C(=O)c2ccc(C(=O)NCCc3ccc(F)cc3)cc2C1=O	nt	nt	nt	13%	18	i	-4%	1.4%	0.1%	0.5	nt	-2%	i
Cc1c(Cl)c([N+](=O)[O-])nn1CCCC(=O)Nc1cccnc1	5	0.8	1089	14%	52	i	6%	-0.8%	-0.9%	0.7	-2	10%	i
Cc1nc2c(S(=O)(=O)c3ccccc3)cnn2c(C)c1C	4	-0.9	1077	1%	25	i	-2%	3.4%	-0.4%	0.2	-5	-9%	i
CC(C)(C)OC(=O)NCCCCCNC(=O)c1nc[nH]c1C(=O)NCc1ccccc1	nt	nt	nt	nt	34	i	nt	2.7%	nt	1.4	nt	16%	i
Cc1ccc(NC(=O)C2C(c3ccccc3)C=CC(c3ccccc3)C2C(=O)O)cc1 (centres undefined)	15	-3.5	1165	5%	1	i	1%	4.0%	-0.1%	0.3	9	16%	i
CCN(CC)c1nc(N)c2c(N)nc3c(c2c1C#N)CC(c1ccccc1)O3 (centres undefined)	-5	nt	nt	-1%	12	i	-1%	19%	1.3%	1.6	1	2%	i
C=CCOc1ccccc1CN(CCc1ccccc1)C(=O)c1cccc(S(C)(=O)=O)c1	nt	nt	nt	-5%	12	i	1%	6.5%	-0.7%	0.4	nt	6%	i
COc1cc(C(=O)NCCNC(=O)c2ccc(C)nc2)cc(OC)c1OC	nt	nt	nt	5%	22	i	7%	2.0%	0.3%	0.7	nt	2%	i
Nc1ncnc(Sc2ccc(Cl)cc2)c1[N+](=O)[O-]	-17	-5.8	537	6%	34	i	-2%	7.9%	2.0%	nt	-22	9%	?
O=S(=O)(c1ccc(Cl)c(F)c1)N1CCC(c2nc(-c3ccncc3)no2)CC1	-8	-4.0	688	3%	13	i	0%	-1.8%	-0.8%	1.1	-13	5%	i
Cc1nc2ncccn2c1-c1csc(Nc2ccccc2)n1	16	4.9	1042	16%	19	i	2%	12%	0.4%	0.5	7	11%	i
Cc1nc2scc(C)n2c(=O)c1S(=O)(=O)NCCc1ccc(Cl)cc1	nt	nt	nt	1%	23	i	12%	2.1%	-0.4%	3.6	nt	1%	i
CCCCn1c(SC(C)C(=O)NCC2CCCO2)nc2cc(C(=O)OC)ccc2c1=O (centres undefined)	nt	nt	nt	7%	52	i	5%	1.8%	nt	0.9	nt	8%	i
CN(Cc1cnccn1)Cc1nc(Cc2ccccc2Cl)no1	-15	-1.0	986	nt	48	i	nt	4.4%	0.2%	0.0	-22	7%	i
COc1cc(C)c(NC(=O)COc2cccc3c2OC(C)(C)C3)cc1OC	nt	nt	nt	nt	40	i	nt	0.9%	nt	0.7	nt	-2%	i
O=C(O)c1ccc(NC(=O)c2ccco2)c(NC(=O)c2ccco2)c1	nt	nt	nt	24%	23	i	1%	0.3%	0.1%	0.5	nt	5%	i
Cc1cc(C)cc(SCc2noc(C(=O)NC(C)C)c2C(=O)NC(C)C)c1	nt	nt	nt	3%	4	i	nt	0.5%	-0.7%	1.8	nt	4%	i
COc1ccc2c(c1)C1NC(=S)NC(C)(O2)C1C(=O)Nc1ccc(Cl)cc1 (centres undefined)	14	0.8	1085	-6%	5	i	0%	1.8%	-0.8%	0.4	-3	12%	i
O=C(c1cc2cc(F)ccc2[nH]1)N1CCN(c2ccc(F)cc2)CC1	nt	nt	nt	14%	32	i	-4%	0.3%	-0.3%	0.6	nt	nt	i
NC(=O)CN1C(=O)C(=O)N(Cc2ccccc2Cl)C1=O	nt	nt	nt	9%	67	i	0%	7.1%	0.2%	0.5	nt	4%	i
O=c1ccc2[n+]([O-])c3ccc(O)cc3oc-2c1	nt	nt	nt	?	nt	nt	-32%	nt	-1.7%	0.2	nt	10%	i
O=C(c1cccs1)N1CCN(Cc2cccc([N+](=O)[O-])c2)CC1	-23	0.0	1119	8%	4	i	11%	1.3%	0.2%	0.2	-12	30%	i

An excerpt of these results, field by field.
> O=C(O)c1ccc(NC(=O)c2ccco2)c(NC(=O)c2ccco2)c1
  WT yeast gro inh mutant strain = nt | bCat nuc transl = nt | bCat nuc transl cell count 5 µM = nt | Large T inhibition = 24% | T cell modulator vesicle-bound % = 23 | T cell modulator = i | PhoP inhibition = 1% | RSV antiviral HEp-2 = 0.3% | West Nile virus CPE = 0.1% | Myeloid diff MLP GFP+ MAC1+ % = 0.5 | WT yeast gro inh = nt | Rac1 GTP hydrolysis = 5% | Myeloid diff MLP = i
> O=C(c1cccs1)N1CCN(Cc2cccc([N+](=O)[O-])c2)CC1
  WT yeast gro inh mutant strain = -23 | bCat nuc transl = 0.0 | bCat nuc transl cell count 5 µM = 1119 | Large T inhibition = 8% | T cell modulator vesicle-bound % = 4 | T cell modulator = i | PhoP inhibition = 11% | RSV antiviral HEp-2 = 1.3% | West Nile virus CPE = 0.2% | Myeloid diff MLP GFP+ MAC1+ % = 0.2 | WT yeast gro inh = -12 | Rac1 GTP hydrolysis = 30% | Myeloid diff MLP = i
